MmCpn inh: M. maripaludis TRiC chaperonin inhibition; purified Mm-Cpn ATPase, ADP Transcreener TR-FRET; Potency, µM (titrated, usually from 76.9 µM), inactives show at the highest dose activity, negative = inhibition, actives largely listed as inhibitors; 0.031% of 330,000 active; AID 504842; also: potency is read from the fitted curve at half-maximal effect; % is scaled to controls: 0 for no effect and ±100 for the full control effect; nearly all actives have a fitted effect of over 80% in size
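Purified archaeal Mm-CPN (25nM final) preincubated 10 min at 37degC with compound, then 10uM ATP for 30 min at 37degC; ADP measured by HTRF Transcreener TR-FRET; buffer 30 mM TRIS pH 7.4, 100mM KCl, 5mM MgCl2, 1mM DTT.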
TGFb inhibitor: blocks TGF-b signaling | HepG2 CAGA-GFP TGF-b/SMAD3 reporter, GFP fluorescence, 18 h; TGF-beta stimulated, 500 pg/mL final | Potency, µM (titrated, usually from 46.1 µM), for the others: top-dose activity, negative = inhibition, usual class: inhibitors | 1.2% of 410,000 active | AID 588855; also: potency is read from the fitted curve at half-maximal effect; % is scaled to controls: 0 for no effect and ±100 for the full control effect; nearly all actives have a fitted effect of over 65% in size
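Read-out: total well GFP (ex488/em500-530) summed from mean per-cell fluorescence. Cells: HEPG2 CAGA-GFP, 1% FBS DMEM, 18 h at 37 degrees C with 500 pg/mL final TGF-beta. Unstimulated wells served as the full-inhibition control; stimulated DMSO wells = 0%.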
A549 viability: counter-screen for Nrf2 inhibitors: cytotoxicity in A549 cells | 0.16% of 390,000 active | Potency, µM (doses to about 46 µM), for the others: at the top dose activity change, negative = cytotoxicity, usual class: inhibitors | A549 ARE-Fluc cells, CellTiter-Fluor viability, 18-24 h | AID 504648; also: potency is read from the fitted curve at half-maximal effect; % is scaled to controls: 0 for no effect and ±100 for the full control effect
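A549 ARE-Fluc cells in 5% FBS OPTI-MEM, 5000 cells/well, rested 2 h then exposed to compounds in concentration-response for 18-24 h at 37 °C. Viability by CellTiter-Fluor fluorescence (Ex 405/Em 525) after 30 min; luciferase luminescence (BugLite, 15 min, RT) read afterwards.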
Abeta yeast res: restores growth of yeast expressing A-beta42 peptide; yeast expressing A-beta42, growth rescue, OD600, 48 h; response scale: 0% DMSO, 100% iron-clioquinol control; 0.063% of 410,000 active; Potency, µM (titrated, usually from 46.1 µM), inactives show top-dose growth rescue, hits mostly activators; AID 1347071; also: potency is read from the fitted curve at half-maximal effect; nearly all actives have a fitted effect of over 55% in size
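Yeast A-beta toxicity model in growth medium with pinned compounds, 48 h at 30 C; growth read as absorbance at 600 nm. Normalized to FeCl3/clioquinol equimolar mix (positive) and DMSO (negative).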
Nrf2 activator: activates Nrf2 signaling. Potency, µM (top dose mostly 46.1 µM), for inactives: at the highest dose activation, most hits filed as activators. 0.31% of 410,000 active. AREc32 ARE-luciferase reporter (MCF7-derived line), luminescence, 24 h; also: potency is read from the fitted curve at half-maximal effect; % of control where 0% means no effect; nearly all actives have a fitted effect of over 65% in size
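ARE activation measured as luciferase luminescence (Steady-Glo, 30 min RT) in AREc32_Fluc cells after 24 hr compound exposure at 37 deg C, 5% CO2; cells seeded overnight at 1000/well in OPTI-MEM, 5% FBS.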
pAkt inh: Akt phosphorylation inhibition. Neuro2A IGF-stimulated pAkt S473 HTRF, 20 min; hits give low values. 0.32% of 360,000 active. activity change, % for hits at 50 µM; in the data active = activity change below about -80%; inconclusive = mostly about -51% to -80%; also: % is scaled to controls: 0 for no effect and ±100 for the full control effect
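Single-point screen (50 µM final compound) in Neuro2A cells stimulated 20 min with 6 nM IGF at 37 deg C. After lysis, Ser473-phosphorylated Akt read by HTRF (ex 330 nm, em 615/665 nm) as the 665/615 ratio.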
HepG2 viability: HepG2 cytotoxicity, counter-screen for TGF-b inhibitors | HepG2 CAGA-GFP viability, ATP luminescence, 18 h | Potency, µM (series often up to 46.1 µM), for inactives: top-dose activity change, negative = cytotoxicity, hits mostly cytotoxic | 0.76% of 410,000 active | AID 588856; also: potency is read from the fitted curve at half-maximal effect; some results filed as inactive show a strong effect at the top dose
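HepG2 CAGA-GFP cells (1000/well, DMEM with 1% FBS) received compound, then TGF-beta at 500 pg/mL final, and were incubated 18 hours at 37 degrees C. Viability was read by CellTiter-Glo luminescence. Media-only wells were set as complete cell-killing and DMSO as no toxicity.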
Nrf2 inh: inhibitors of Nrf2 signaling | A549 ARE-Fluc reporter, luciferase luminescence, 18-24 h | Potency, µM (highest dose often 46 µM), for inactives: at the top dose activity change, negative = inhibition, most hits filed as inhibitors | 2.1% of 360,000 active | AID 504444; also: potency is read from the fitted curve at half-maximal effect; % is scaled to controls: 0 for no effect and ±100 for the full control effect; nearly all actives have a fitted effect of over 60% in size
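Cells were seeded and rested 2 h, then exposed to compounds for 18-24 h. CellTiter-Fluor was read first as a viability measure. BugLite was added 15 min before the final luminescent read of ARE-luciferase activity in A549 cells.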
CCT chaperon mod: modulators of cytosolic chaperonin (CCT/TRiC) activity. 0.3% of 360,000 active. activity change, % (concentration not given with the values), hits read low. purified chaperonin ATPase assay, HTRF ADP detection, 30 min; in the data active = activity change below about -30%; also: % is scaled to controls: 0 for no effect and ±100 for the full control effect
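ATPase activity: ADP formed was measured by HTRF Transcreener (665/615 nm ratio) after 30 min at 37 deg C with 10 uM ATP. Compounds screened at one 76 uM concentration against 40 or 20 nM TRiC in Tris pH 7.4/KCl/MgCl2/DTT buffer.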
* marks the source's active call; other numbers are inactive results; & = joins results of further samples; [ ] = another dose, or the depositor's remark. Unless noted, calls follow the shape of the dose curve; as a rule, active = well fitted curve in the direction sought with a large enough effect; inconclusive = small, poorly fitted or top-dose-only effect, or another doubt; inactive = no such curve, though single readings can be large; an effect the other way counts as inactive or inconclusive.

For O=c1oc(Cc2ccccc2)nc2ccccc12 the results were MmCpn inh 0%, TGFb inhibitor 2%, A549 viability 1%, Abeta yeast res 0%, Nrf2 activator 0.8%, pAkt inh inactive, HepG2 viability 24%, Nrf2 inh 26% and CCT chaperon mod -0.3.
`CCc1nnc(SCc2ccc(F)cc2Cl)c2cc3sc(C)cc3n12` gave TGFb inhibitor -12%, A549 viability 4%, Abeta yeast res -14%, Nrf2 activator 0.8%, HepG2 viability -16% and Nrf2 inh 48%.
`Cc1ccc(C)c(Cn2c(=O)n(CCCCCC(=O)NCc3ccc4c(c3)OCO4)c(=O)c3sccc32)c1` gave TGFb inhibitor 0%, A549 viability -3%, Abeta yeast res -12%, Nrf2 activator 6.4%, HepG2 viability 2% and Nrf2 inh -27%.
`Cn1cnnc1SCC(=O)Nc1ccccc1C(=O)NC1CC1` gave MmCpn inh 0%, TGFb inhibitor 14%, A549 viability -1%, Abeta yeast res 14%[9.22 µM], Nrf2 activator 0.2%, pAkt inh inactive, HepG2 viability 6% and CCT chaperon mod -1.9.
COC(=O)c1c(-c2c(Cl)cccc2Cl)noc1NC(=O)NN1CCOCC1 was read as MmCpn inh 0%, TGFb inhibitor 6%, A549 viability -20%, Abeta yeast res 8%, Nrf2 activator 20%, pAkt inh inactive, HepG2 viability -1%, Nrf2 inh inconclusive and CCT chaperon mod 0.6.
CN(CC(=O)Nc1ccccc1Cl)CC(=O)Nc1c(F)cccc1F was read as MmCpn inh 2%, TGFb inhibitor 1%, A549 viability 1%, Abeta yeast res -15%, Nrf2 activator -0.6%, pAkt inh inactive, HepG2 viability 4%, Nrf2 inh 3% and CCT chaperon mod 0.6.
For Cc1ccc(-c2nc(CS(=O)CC(=O)NCCc3ccc(Cl)cc3)c(C)o2)cc1 (stereo not drawn) the results were TGFb inhibitor inconclusive, A549 viability 1%, Abeta yeast res -6%, Nrf2 activator 4.4%, HepG2 viability -36% and Nrf2 inh inconclusive.
For O=C(COC(=O)/C=C/c1ccc(Cl)cc1)NCCC1=CCCCC1 the results were MmCpn inh 2%, TGFb inhibitor 7%, A549 viability 0%, Abeta yeast res -4%, Nrf2 activator 0.3%, pAkt inh inactive, HepG2 viability 30%, Nrf2 inh 9% and CCT chaperon mod 0.2.
For Cc1cc(C)c(NC(=O)C(C)n2c(=O)cc(C)c3c(C)nn(-c4ccccc4)c32)c(C)c1 (stereo not drawn) the results were TGFb inhibitor 1%, A549 viability -7%, Abeta yeast res -6%, Nrf2 activator -1.2%, HepG2 viability 1% and Nrf2 inh 7%.
For c1ccc(-c2cn3nc4c(nc3n2)CCCC4)cc1 the results were MmCpn inh -1%, TGFb inhibitor -1%, A549 viability inconclusive, Abeta yeast res -18%, Nrf2 activator -2.5%, pAkt inh inactive, HepG2 viability -31%, Nrf2 inh inconclusive and CCT chaperon mod -5.2.
C/C(=N\OCC(=O)OCC(=O)NCc1ccccc1)c1ccc2c(c1)OCO2 was read as MmCpn inh -1%, TGFb inhibitor inconclusive, A549 viability 6%, Abeta yeast res 1%, Nrf2 activator -0.4%, pAkt inh inactive, HepG2 viability 0%, Nrf2 inh 2% and CCT chaperon mod 3.5.
Screening CCCCNC(=O)c1onc(CSc2cccc(OCC)c2)c1C(=O)O returned MmCpn inh -5%, TGFb inhibitor -13%, A549 viability 6%, Abeta yeast res -1%, Nrf2 activator -0.8%, pAkt inh inactive, HepG2 viability -26%, Nrf2 inh -4% and CCT chaperon mod 0.4.
CC(OC(=O)CNC(=O)c1ccc2ccccc2c1)C(=O)N(C)C1CCCCC1 (stereo not drawn) was read as MmCpn inh 0%, TGFb inhibitor inconclusive, A549 viability -4%, Abeta yeast res 8%, Nrf2 activator -0.1%, pAkt inh inactive, HepG2 viability 2%, Nrf2 inh 2% and CCT chaperon mod -1.2.
`Cc1ccc(S(=O)(=O)NCc2nc3nc(C)cc(C)n3n2)c(C)c1` gave MmCpn inh -1%, TGFb inhibitor -8%&0%, A549 viability -5%&0%, Abeta yeast res 0%&-14%, Nrf2 activator -0.6%&0.5%, pAkt inh inactive, HepG2 viability -1%&-6%, Nrf2 inh -9%&3% and CCT chaperon mod -0.2.
For CC(OC(=O)Cc1ccccc1[N+](=O)[O-])C(=O)NC(=O)NC1CCCCC1 (stereo not drawn) the results were MmCpn inh 2%, TGFb inhibitor inconclusive, A549 viability 17%, Abeta yeast res -27%, Nrf2 activator 0.6%, pAkt inh inactive, HepG2 viability 9%, Nrf2 inh 17% and CCT chaperon mod 2.0.
Screening N#C/C(=C\c1ccccc1)C(=O)Nc1cccnc1 returned MmCpn inh -1%, TGFb inhibitor 0%, A549 viability inconclusive, Abeta yeast res inconclusive, Nrf2 activator 3.9%, pAkt inh inactive, HepG2 viability 5%, Nrf2 inh -29% and CCT chaperon mod -0.9.
For COc1ccc(Br)cc1CNC(=O)c1cc2c(=O)n(C)c3ccccc3c2s1 the results were TGFb inhibitor -2%, A549 viability -1%, Abeta yeast res 3%, Nrf2 activator -0.9%, HepG2 viability -43% and Nrf2 inh 1%.
For Cc1ccn2c(-c3csc(NCc4ccco4)n3)c(C)nc2c1 the results were MmCpn inh -2%, TGFb inhibitor -8%, A549 viability -17%, Abeta yeast res -6%, Nrf2 activator 3.9%, pAkt inh inactive, HepG2 viability -34%, Nrf2 inh 23µM* and CCT chaperon mod -2.9.
CC(C)N(Cc1nccn1C)C(=O)c1ccc(OC2CCN(C(=O)C3CC3)CC2)cc1 was read as MmCpn inh -2%, TGFb inhibitor 1%, A549 viability -3%, Abeta yeast res -9%, Nrf2 activator -0.2%, pAkt inh inactive, HepG2 viability 7%, Nrf2 inh 4% and CCT chaperon mod -0.3.
`O=C(c1ccc(Cl)c(S(=O)(=O)N2CCCCC2)c1)N1CCN(Cc2ccccc2)CC1` gave MmCpn inh 1%, TGFb inhibitor -3%, A549 viability 2%, Abeta yeast res 11%, Nrf2 activator -0.2%, pAkt inh inactive, HepG2 viability -5%, Nrf2 inh inconclusive and CCT chaperon mod -0.1.
For O=C(Nc1c[nH]c(=O)[nH]c1=O)c1cccc([N+](=O)[O-])c1 the results were MmCpn inh 1%, TGFb inhibitor -7%, A549 viability 18%, Abeta yeast res -11%, Nrf2 activator -0.8%, pAkt inh inactive, HepG2 viability -1%, Nrf2 inh -4% and CCT chaperon mod 1.5.
Screening NC(=O)CN(c1ccc([N+](=O)[O-])cc1)S(=O)(=O)c1ccccc1 returned MmCpn inh 1%, TGFb inhibitor 4%, A549 viability 0%, Abeta yeast res -16%, Nrf2 activator -0.1%, pAkt inh inactive, HepG2 viability -2%, Nrf2 inh 5% and CCT chaperon mod 3.0.
`COc1ccccc1C(=O)N1CCCCC1CCN1CCOCC1` (stereo not drawn) gave TGFb inhibitor inconclusive, A549 viability 1%, Abeta yeast res -12%, Nrf2 activator -0.3%, HepG2 viability -1% and Nrf2 inh 6%.
`CC(C)c1ccccc1OCC(=O)Nc1nnc(C2CC2)s1` gave MmCpn inh 2%, TGFb inhibitor -3%, A549 viability 0%, Abeta yeast res 1%, Nrf2 activator 0.0%, pAkt inh inactive, HepG2 viability -13%, Nrf2 inh 0% and CCT chaperon mod -11.
For CN=C1c2ccccc2CN1c1cccc(C(=O)OC)c1 the results were MmCpn inh -1%, TGFb inhibitor -4%, A549 viability 6%, Abeta yeast res 0%, Nrf2 activator 1.6%, pAkt inh inactive, HepG2 viability 0% and CCT chaperon mod -2.6.
`CCC(CC)C(=O)NCCc1ccc(OC)cc1` gave MmCpn inh 2%, TGFb inhibitor -4%, A549 viability -1%, Abeta yeast res -11%, Nrf2 activator 0.1%, pAkt inh inactive, HepG2 viability 12%, Nrf2 inh 0% and CCT chaperon mod -2.5.
For CNS(=O)(=O)c1ccc(NC(=O)c2nc3nc(C)cc(C(F)F)n3n2)cc1 the results were MmCpn inh -2%, TGFb inhibitor 31%, A549 viability 3%, Abeta yeast res -12%, Nrf2 activator -1.3%, HepG2 viability -5% and Nrf2 inh 11%.

Looked up by compound from above, three records:
CC(C)N(Cc1nccn1C)C(=O)c1ccc(OC2CCN(C(=O)C3CC3)CC2)cc1 was read as MmCpn inh -2%, TGFb inhibitor 1%, A549 viability -3%, Abeta yeast res -9%, Nrf2 activator -0.2%, pAkt inh inactive, HepG2 viability 7%, Nrf2 inh 4% and CCT chaperon mod -0.3.
For O=C(Nc1c[nH]c(=O)[nH]c1=O)c1cccc([N+](=O)[O-])c1 the results were MmCpn inh 1%, TGFb inhibitor -7%, A549 viability 18%, Abeta yeast res -11%, Nrf2 activator -0.8%, pAkt inh inactive, HepG2 viability -1%, Nrf2 inh -4% and CCT chaperon mod 1.5.
`CCC(CC)C(=O)NCCc1ccc(OC)cc1` gave MmCpn inh 2%, TGFb inhibitor -4%, A549 viability -1%, Abeta yeast res -11%, Nrf2 activator 0.1%, pAkt inh inactive, HepG2 viability 12%, Nrf2 inh 0% and CCT chaperon mod -2.5.

Outcome played no part in choosing rows; any-hit rate near 4.3%.
